D2 agonist: D2 dopamine receptor (human) agonism; P14416; HEK293 T-REx D2 cells, calcium flux agonist mode; activation, % at 2 µM; 0.53% of 340,000 active;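 active means activation over 3 SD above normal in the single-dose calcium agonist read, cut at about 30% in these data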; further: 0% is about no effect
Target sequence (P14416 whole entry, looked up): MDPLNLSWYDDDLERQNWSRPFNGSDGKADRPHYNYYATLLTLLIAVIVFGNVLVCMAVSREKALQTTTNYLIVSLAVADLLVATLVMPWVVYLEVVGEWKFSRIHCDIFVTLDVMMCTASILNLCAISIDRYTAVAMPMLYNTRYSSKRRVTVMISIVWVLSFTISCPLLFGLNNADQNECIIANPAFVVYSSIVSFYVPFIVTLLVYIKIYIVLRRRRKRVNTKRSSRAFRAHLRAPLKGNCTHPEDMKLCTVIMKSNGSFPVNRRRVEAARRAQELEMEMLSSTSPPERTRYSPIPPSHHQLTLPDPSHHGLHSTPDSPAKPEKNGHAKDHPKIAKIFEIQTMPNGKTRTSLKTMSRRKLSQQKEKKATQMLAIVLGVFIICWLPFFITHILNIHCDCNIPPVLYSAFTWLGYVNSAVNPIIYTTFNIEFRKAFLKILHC
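Agonism scored from kinetic calcium signal (1 read/sec, 180 s) following compound pin transfer, after a 10 s baseline. Cells: HEK293 Trex line expressing inducible D2 receptor coupled to calcium, dye-loaded after overnight culture at 30 C.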
Vif-APOBEC3F blk: Vif-A3F binding inhibition. Potency, µM (highest dose often 46.1 µM), without a hit: top-dose activity, negative = active. 0.2% of 390,000 active. HeLa A3F-eYFP + Vif (tagged APOBEC3F with the HIV-1 protein that degrades it), YFP fluorescence increase; further: potency means the concentration at half of the fitted maximal effect; % of control where 0% means no effect; nearly all actives have a fitted effect of over 65% in size
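Fluorescence increase (Ex 488/Em 500-530) after overnight compound treatment at 37 deg C flags inhibition of Vif-driven A3F-eYFP loss in stable HeLa A3F-eYFP/Vif cells seeded overnight beforehand.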
D2 antagonist: antagonists of human D2 dopamine receptor | P14416 | HEK293 TREx D2 cells, calcium flux, dopamine EC80 | inhibition, % at 10 µM | 2% of 340,000 active | AID 485344; in the data active means inhibition above about 30%; further: 0% is about no effect
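Calcium flux kinetic readout in an inducible HEK293 TREx D2 line plated overnight at 30 C. After 180 s compound exposure, an EC80 dopamine challenge follows with another 180 s kinetic read to detect antagonism.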
LDHA block: blocks human lactate dehydrogenase A; P00338; purified LDHA, NADH/diaphorase-resazurin fluorescence; hits give low values; activity change, % (values are at about 110 or 230 µM); 0.15% of 480,000 active; AID 1347041; in the data active means activity change below about -30%; inconclusive means mostly about -25% to -30%;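 further: plate controls were DMSO wells for no effect and wells without enzyme for full effect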
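Resorufin fluorescence (ex540/em590), read at 0 and 20 min after diaphorase/resazurin addition, reports the NADH left after a 5 min room-temperature reaction of 2 nM human LDH5 with 0.06 mM NADH and 0.2 mM pyruvate.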
RGS4 inh: human RGS4 inhibition; Potency, µM (highest dose often 114 µM), inactives show top-dose activity change, negative = inhibition, usual class: inhibitors; Transcreener GDP fluorescence polarization, RGS4-accelerated GTP hydrolysis; P49798; 0.039% of 390,000 active; further: potency means the concentration at half of the fitted maximal effect; on the % scale 0 is the no-effect control and ±100 the full control effect; nearly all actives have a fitted effect of over 75% in size; some results filed as inactive show a strong effect at the top dose
Target sequence (P49798 whole entry, looked up): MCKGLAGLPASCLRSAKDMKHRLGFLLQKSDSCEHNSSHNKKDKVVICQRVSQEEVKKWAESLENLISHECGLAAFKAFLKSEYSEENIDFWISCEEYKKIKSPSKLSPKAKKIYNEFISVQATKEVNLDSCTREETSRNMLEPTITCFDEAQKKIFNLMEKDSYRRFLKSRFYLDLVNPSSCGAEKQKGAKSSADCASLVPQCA
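MLSMR compounds (23 nl, pin-transferred) preincubated 10 min at room temperature with a 500nM (2x) first reagent, then RGS4 at 900nM (2x) plus Transcreener GDP mix added; fluorescence polarization (620/688 nm) read before and after 90 min at 30 °C.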
Glioma ERSR ind: induces the endoplasmic reticulum stress response in human glioma cells. U87-MG GRP78 promoter luciferase reporter, 16 h. Potency, µM, without a hit: top-dose activation, actives largely listed as activators. 0.02% of 420,000 active; further: potency means the concentration at half of the fitted maximal effect; series mostly up to about 76 µM; % of control where 0% means no effect; nearly all actives have a fitted effect of over 35% in size
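Stably transfected U87-MG human glioma cells carrying a GRP78-based luminescent sensor were seeded at 1000 cells/well, pin-dosed with compounds and incubated 16 h. Luciferase reagent was then added, and end-point luminescence was read after 10 min at room temperature.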
12-LOX inh: inhibitors of human 12S-lipoxygenase ALOX12; 1.1% of 580,000 active; P18054; Potency, µM (highest dose often 108 µM), inactives show at the highest dose activity change, negative = inhibition, actives largely listed as inhibitors; purified 12hLO, xylenol orange hydroperoxide absorbance; further: potency means the concentration at half of the fitted maximal effect; on the % scale 0 is the no-effect control and ±100 the full control effect
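Purified human 12hLO at 150 nM in 25 mM Hepes, 0.01% Triton X-100, pH 7.0, preincubated 15 min at room temperature with compound. Reaction started with 40 uM arachidonic acid, 30 min at room temperature. Hydroperoxide measured by Fe-xylenol orange, 573/405 nm absorbance ratio.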
Vif-APOBEC3G blk: inhibitors of Vif-APOBEC3G interaction; Q9HC16; HeLa A3G-eYFP + Vif (tagged APOBEC3G with the HIV-1 protein that degrades it), YFP fluorescence, overnight; Potency, µM (titrated, usually from 46.1 µM), for the others: top-dose activity, negative = active, hits mostly inhibitors; 0.076% of 410,000 active; AID 602310;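 further: potency means the concentration at half of the fitted maximal effect; on the % scale 0 is the no-effect control and ±100 the full control effect; nearly all actives have a fitted effect of over 60% in size; hits raise eYFP signal because A3G escapes Vif-driven loss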
Target sequence (Q9HC16 whole entry, looked up): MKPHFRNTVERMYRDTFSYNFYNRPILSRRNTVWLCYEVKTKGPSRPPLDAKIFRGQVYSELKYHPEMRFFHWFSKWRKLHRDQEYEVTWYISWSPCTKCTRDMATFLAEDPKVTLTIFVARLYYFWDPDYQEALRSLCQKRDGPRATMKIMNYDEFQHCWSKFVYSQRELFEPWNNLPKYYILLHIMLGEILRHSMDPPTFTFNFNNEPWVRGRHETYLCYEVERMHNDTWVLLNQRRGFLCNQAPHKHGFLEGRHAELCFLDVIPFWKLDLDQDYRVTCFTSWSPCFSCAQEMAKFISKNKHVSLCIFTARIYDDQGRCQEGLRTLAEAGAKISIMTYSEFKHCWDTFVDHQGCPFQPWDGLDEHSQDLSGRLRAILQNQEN
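Read-out is eYFP fluorescence (Ex 488/Em 500-530) from Vif-expressing HeLa A3G-eYFP cells; more signal means A3G escaped Vif-mediated degradation. Cells plated overnight, compound pinned in, incubated overnight at 37 deg C.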
ERG-DNA inh: blocks human ERG Ets domain binding to DNA. P11308. fluorescence polarization, His-ERG Ets domain / labelled DNA. Potency, µM (titrated, usually from 76.9 µM), for the others: top-dose FP activity, negative = inhibition, hits mostly inhibitors. 0.028% of 370,000 active; active means well fitted inhibition curve with a large enough effect in the polarisation, with a control signal flat; inconclusive means small, poorly fitted or top-dose-only effect, or effect the other way, or a change in a side signal; inactive means no such curve, though single readings can be large or run the other way; the % refers to the polarisation;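 further: polarization taken with two DNA probes labelled with fluorescein and Texas red; potency means the concentration at half of the fitted maximal effect; % of control where 0% means no effect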
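His-tagged ERG Ets domain (1 uM in the protein solution; 300mM KCl, 50mM Tris-HCl, 1mM EDTA, 1mM DTT, pH 7.5) received compound, then a probe mix of 5 nM fluorescein-DNA and 100nM Texas-615-DNA. Fluorescence polarization was read for both dyes.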
The depositor's hits bear a star; u = inconclusive; x = no result given; & = joins results of further samples; [ ] = another dose, or the depositor's remark. Unless noted, the call rests on the fitted dose curve; in most records, active means well fitted curve in the direction sought with a large enough effect; inconclusive means small, poorly fitted or top-dose-only effect, or another doubt; inactive means no such curve, though single readings can be large; an effect the other way counts as inactive or inconclusive. These rows are one share of the data; count on the stated rates, not on these rows.

SMILES	D2 agonist	Vif-APOBEC3F blk	D2 antagonist	LDHA block	RGS4 inh	Glioma ERSR ind	12-LOX inh	Vif-APOBEC3G blk	ERG-DNA inh
CC1Cc2cc(S(=O)(=O)NCCC(=O)NCc3ccc(F)cc3)ccc2N1C(=O)C1CC1 (configuration not stated)	0.3	0%	-3	0	13%	-5%	-2%	6%	4%
CCOc1ccc(C(=S)N2CCOCC2)cc1	0.2	-18%	9	-2	-2%	0%	0%	0%	1%
O=C(COC(=O)c1ccco1)c1ccc(Cl)cc1	0.1	-9%	-2	-3	14%	1%	u	2%	7%
CC1CN(C(=O)c2ccc3c(c2)OCO3)CC(C)O1 (configuration not stated)	-0.4	3%	-5	-7	-5%	-4%	0%	0%	-2%
CCOC(=O)c1nc(Nc2ccc(N3CCC(C)CC3)cc2)c2ccccc2n1	-1.0	3%	-13	5	-6%	-2%	-2%	0%	-1%
COC(=O)c1c(-c2ccccc2OC)sc2ccccc12	-0.2	-1%	-8	-9	15%	1%	14%	-26%	-9%
COc1ccc(Nc2cc(=O)oc3ccccc23)cc1	x	x	x	0	10%	-4%	-25%	u	6%
Cc1ccc(C)c(S(=O)(=O)N2CCCC2CNC(=O)C(=O)NC2CCCC2)c1 (configuration not stated)	-0.8	-4%	-12	-5	-29%	-4%	9%	1%	-2%
Cc1ccc(NC(=O)COC(=O)COc2ccc(Cl)cc2C)c([N+](=O)[O-])c1	1.1	8%	17	1	-5%	-4%	-6%	-5%	-3%
CC1CCCCC12NC(=O)N(CC(=O)Nc1ccc3c(c1)OCCCO3)C2=O (configuration not stated)	-0.2	-3%	-15	-1	-22%	5%	45%	0%	-1%
O=[N+]([O-])c1ccccc1OC/C(=N\O)c1ccccc1	-1.9	5%	4	-4	-9%[56.9 µM]	6%	80%[activator]	-6%	-3%
COc1cccc(NC(=O)CCNC(=O)c2ccccc2Cl)c1	-0.9	-4%	9	3	-18%	1%	x	0%	-14%
Cc1cc(C)c2c3c(c(-c4ccccc4)n2n1)c(=O)n(C)c(=O)n3C	x	13%	x	-8	5%	-6%	-7%	2%	2%
O=C(/C=C/c1cccc([N+](=O)[O-])c1)N1CCN(S(=O)(=O)c2cccs2)CC1	-0.6	1%	17	-6	-51%	-5%	-8%	1%	0%
COc1ccc(/C=N/NC(=O)c2cccnc2)cc1CN1CCN(c2ccc(F)cc2)CC1	-0.2	9%	3	-6	0%	0%	1%	0%	-1%
Cc1ccc(/C=N/Nc2ccc(Cl)nn2)cc1	0.7	3%	-8	-14	10%	1%	-1%	4%	-19%
Cc1c2cnn(CC(=O)NCCc3ccccc3)c(=O)c2c(C)n1Cc1ccccc1	0.4	2%	x	1	-22%	-2%	-3%	3%	12%
COc1ccc(OC)c(/C=C/C(=O)OCC(=O)N2CCCC2)c1	0.0	-19%	0	1	-14%	-2%	-9%	0%	-10%
O=C(NCCN1CCN(c2ccccc2)CC1)c1cccn2c(=O)c3cc(Cl)ccc3nc12	-0.1	u	11	-3	-10%	-5%	-17%	-6%	-12%
CC(=O)c1ccccc1NS(=O)(=O)c1ccc2c(c1)CC(=O)N2	0.2	-2%	-6	-6	6%	-5%	u	-5%	0%

An excerpt from above in order of formula weight, ascending.
SMILES	D2 agonist	Vif-APOBEC3F blk	D2 antagonist	LDHA block	RGS4 inh	Glioma ERSR ind	12-LOX inh	Vif-APOBEC3G blk	ERG-DNA inh
CC1CN(C(=O)c2ccc3c(c2)OCO3)CC(C)O1 (configuration not stated)	-0.4	3%	-5	-7	-5%	-4%	0%	0%	-2%
O=C(COC(=O)c1ccco1)c1ccc(Cl)cc1	0.1	-9%	-2	-3	14%	1%	u	2%	7%
O=[N+]([O-])c1ccccc1OC/C(=N\O)c1ccccc1	-1.9	5%	4	-4	-9%[56.9 µM]	6%	80%[activator]	-6%	-3%
Cc1cc(C)c2c3c(c(-c4ccccc4)n2n1)c(=O)n(C)c(=O)n3C	x	13%	x	-8	5%	-6%	-7%	2%	2%
CC1CCCCC12NC(=O)N(CC(=O)Nc1ccc3c(c1)OCCCO3)C2=O (configuration not stated)	-0.2	-3%	-15	-1	-22%	5%	45%	0%	-1%
CCOC(=O)c1nc(Nc2ccc(N3CCC(C)CC3)cc2)c2ccccc2n1	-1.0	3%	-13	5	-6%	-2%	-2%	0%	-1%
COc1ccc(/C=N/NC(=O)c2cccnc2)cc1CN1CCN(c2ccc(F)cc2)CC1	-0.2	9%	3	-6	0%	0%	1%	0%	-1%
CC1Cc2cc(S(=O)(=O)NCCC(=O)NCc3ccc(F)cc3)ccc2N1C(=O)C1CC1 (configuration not stated)	0.3	0%	-3	0	13%	-5%	-2%	6%	4%
O=C(NCCN1CCN(c2ccccc2)CC1)c1cccn2c(=O)c3cc(Cl)ccc3nc12	-0.1	u	11	-3	-10%	-5%	-17%	-6%	-12%

Other entries follow.
SMILES	D2 agonist	Vif-APOBEC3F blk	D2 antagonist	LDHA block	RGS4 inh	Glioma ERSR ind	12-LOX inh	Vif-APOBEC3G blk	ERG-DNA inh
CCN(CC)c1nc2c(s1)C(=O)CC(C)(C)C2	-0.3	9%	7	-7	-9%	4%	1%	1%	4%
CC(CCn1cccn1)NC(=O)CCc1nnc(CCc2ccccc2)o1 (configuration not stated)	0.2	0%	3	-1	-5%	0%	0%	0%	-1%
CSc1ncc(C(=O)Nc2ccccc2Cl)c(C)n1	0.4	11%	-6	-4	-1%	1%	3%	1%	5%
COc1cc(/C=C2\C(=O)NN(c3ccc(C)cc3)C2=O)cc([N+](=O)[O-])c1O	-0.3	-5%	7	15	-36%	-4%	u	1%	14%
O=C(NCc1ccccc1)/C(NC(=O)c1ccccc1)=C(/Sc1ccccn1)c1ccccc1	-1.1	1%	-12	-9	4%	-3%	-14%	-1%	1%
Nc1c(C(=O)c2ccc(Cl)cc2)sc2c1c(=O)[nH]c(=O)n2-c1ccccc1	-0.2	8%	-1	-12	1%	-5%	-2%	4%	-4%
Cc1ccc2c(cnn2C(=O)CCC(=O)N2CCCCC2C)c1 (configuration not stated)	-0.5	3%	-5	-1	-10%	-3%	12%	2%	-7%
O=C(CSc1ccc(Cl)cc1)Nc1ccccc1N1CCN(C(=O)c2ccccc2)CC1	1.0	-1%	8	-3	6%	1%	460%[activator]	-3%	-5%
COCCCNC(=O)CS(=O)Cc1nc(-c2cccc(C)c2)oc1C (configuration not stated)	0.2	-26%	x	-3&2	-32%	-2%	3%&-28%	-4%	0%
COc1ccc(-c2nc(N)nc(C(F)(F)F)c2-c2csc(C)n2)c(O)c1	-1.2	0%	-1	0	-10%	-1%	-16%	-1%	-2%
O=C(c1ccccc1NS(=O)(=O)c1ccccc1)N1CCCCCC1	2.7	5%	6	-2	-10%	-2%	-1%	0%	1%
O=[N+]([O-])c1cc(/C=N/NC(=S)Nc2ccccc2Cl)ccc1Cl	2.4	-6%	7	-5	-5%	9%	0%	-20%	0%
O=C(CSc1ccccn1)Nc1nc2ccc(Br)cc2s1	-0.5	-9%	-10	-6	13%	8%	-34%	1%	7%
O=C(NNS(=O)(=O)c1ccccc1C(F)(F)F)c1cc2ncc(C(F)(F)F)cc2s1	0.3	-11%	-12	9	-12%	-4%	406%[activator]	2%	17%
COc1ccc(Cl)cc1NC(=O)CN(c1ccccc1)S(=O)(=O)N(C)C	-0.7	-12%	-4	-5	-34%	-5%	0%	-5%	-2%
O=C(NCc1cccnc1)c1noc2c1CCCCC2	x	5%	x	-7	18%	5%	-23%	-2%	2%
C=CCn1cc(C(=O)OC)c(=O)c2cc(S(=O)(=O)N(CC)CC)ccc21	0.4	0%	8	3	0%	-4%	-19%	2%	x
Cc1csc(/C(=N/OC(=O)c2ccco2)C(N)=O)n1	-0.3	4%	42*	0	0%	7%	-23%	-1%	-17%
c1ccc(-c2nn3c(-c4ccccc4)nnc3s2)cc1	x	-5%	x	-2	-14%	-3%	-24%	-7%	-4%
CSc1ccc(/C=C(\NC(=O)c2ccco2)C(=O)N2CCCCC2)cc1	-1.5	-2%	-7	-19	-9%	-4%	-1%	-3%	6%
O=C(CSc1nnc(CNC(=O)c2cccs2)o1)Nc1ccc(Br)cc1	0.7	-7%	0	-5	7%	-4%	u	-7%	1%
CCCCCN1C(C)=CC(=C(C#N)C#N)C=C1C	-0.1	2%	6	-3	-4%	-2%	-2%	5%	44%[activator]
COc1ccc(C(=O)c2ccc(Br)cc2)c(OC)c1OC	x	7%	x	-1	0%	-1%	13%	-15%	5%
COc1cccc(COC(=O)c2cc(S(=O)(=O)N3CCOCC3)ccc2Cl)c1OC	x	0%	x	2	-8%	1%	-18%	4%	-5%
CSc1ccccc1NC(=O)CN(c1cc(C)cc(C)c1)S(C)(=O)=O	x	x	x	3	23%	-3%	0%	1%	-9%
COc1cccc2cc(/C(C)=N/NC(=O)c3ccco3)oc12	-0.8	7%	7	0	-35%	2%	7%	0%	-11%
O=C(NC1CC1)C1CCN(S(=O)(=O)c2ccc(Cl)c([N+](=O)[O-])c2)CC1	1.1	2%	14	-2	3%	2%	90%[activator]	0%	2%
CCOC(=O)c1cnc(-c2cccc(OC)c2)[nH]c1=O	-0.8	-1%	15	-4	8%	4%	-3%	-4%	-12%

Screening data: PubChem BioAssay, National Center for Advancing Translational Sciences (NCATS)
